D1 potentiator: enhances dopamine response at the human D1 receptor. P21728. HEK293 TREx D1 cells, calcium flux, dopamine EC20 potentiation. potentiation, % at 10 µM. hit rate 0.036% among 360,000; in the data active means potentiation above about 30%; further: 0% is about no effect
Target sequence (P21728 whole entry, looked up): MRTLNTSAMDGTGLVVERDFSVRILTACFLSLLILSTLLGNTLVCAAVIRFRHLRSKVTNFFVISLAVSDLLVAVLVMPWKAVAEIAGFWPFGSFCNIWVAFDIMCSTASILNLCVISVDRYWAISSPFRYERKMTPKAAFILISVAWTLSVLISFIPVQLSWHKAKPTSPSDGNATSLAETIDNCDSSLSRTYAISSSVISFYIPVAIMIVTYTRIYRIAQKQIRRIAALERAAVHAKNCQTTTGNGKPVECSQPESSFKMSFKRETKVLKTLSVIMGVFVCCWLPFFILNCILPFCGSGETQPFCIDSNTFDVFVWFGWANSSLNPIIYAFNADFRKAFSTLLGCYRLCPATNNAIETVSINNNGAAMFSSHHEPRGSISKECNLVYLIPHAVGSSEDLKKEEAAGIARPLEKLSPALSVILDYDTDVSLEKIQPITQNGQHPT
D1 antag: blocks dopamine activation of the human D1 receptor. P21728. HEK293 TREx D1 cells, calcium flux, dopamine EC80; hits give low values. activity change, negative = inhibition, % at 10 µM. hit rate 3.2% among 360,000. AID 504652; in the data active means activity change below about -30%; further: on the % scale 0 is the no-effect control and ±100 the full control effect
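Calcium flux readout: force-coupled, inducible Hek293 Trex D1 line, cells induced overnight at 30 C with tetracycline, dye-loaded 30–90 min at RT. Antagonism scored against EC80 dopamine challenge given 180 s after compound.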
Vif-A3F inh: blocks the Vif interaction with APOBEC3F | HeLa A3F-eYFP + Vif (tagged APOBEC3F with the HIV-1 protein that degrades it), YFP fluorescence increase | Potency, µM (highest dose often 46.1 µM), for inactives: at the highest dose activity, negative = active | hit rate 0.2% among 390,000 | AID 602313; further: potency means the concentration at half of the fitted maximal effect; % of control where 0% means no effect; nearly all actives have a fitted effect of over 65% in size
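HeLa cells stably expressing A3F-eYFP plus Vif, plated and incubated overnight at 37 deg C, then exposed to compounds overnight at 37 deg C. Blocked degradation read as raised yellow fluorescence (Ex 488/Em 500-530).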
RXFP1 ag: agonists of human relaxin receptor RXFP1; Q9HBX9; hit rate 0.3% among 370,000; Potency, µM (doses to about 57.5 µM), for inactives: top-dose activation, actives largely listed as activators; HEK293T-RXFP1 cAMP TR-FRET, 30 min; response scale: percent of porcine relaxin response, buffer zero; further: potency means the concentration at half of the fitted maximal effect; on the % scale 0 is the no-effect control and ±100 the full control effect; nearly all actives have a fitted effect of over 60% in size; many of its hits are not listed in these tables
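Agonist response is measured as cAMP accumulation in an RXFP1-transfected HEK293T line under PDE4 inhibition. Values are scaled between buffer-only and 29 nM porcine relaxin, and EC50s come from standard Hill equation fits.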
Glioma ERSR ind: induces the endoplasmic reticulum stress response in human glioma cells | U87-MG GRP78 promoter luciferase reporter, 16 h | Potency, µM, for the others: top-dose activation, actives largely listed as activators | hit rate 0.02% among 420,000; further: potency means the concentration at half of the fitted maximal effect; series mostly up to about 76 µM; % of control where 0% means no effect; nearly all actives have a fitted effect of over 35% in size
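ERSR induction read as luciferase luminescence (Bright-Glo, 10 min at room temperature) in stably transfected human U87-MG glioma cells exposed to compounds for 16 h, using GRP78 as sensor.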
D1 agonist: agonists of human D1 dopamine receptor. P21728. HEK293 T-REx D1 cells, calcium flux, agonist mode. activation, % at 2 µM. hit rate 1% among 360,000; in the data active means activation above about 30%; further: 0% is about no effect
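Tetracycline-induced HEK293 TREx D1 cells, force-coupled to calcium signalling, were dye-loaded with a no-wash calcium kit. Compound was pin-added after a 10 s baseline. Fluorescence was read kinetically at 1 cycle/s for 180 s, with calcium rises flagged as agonism.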
LDHA block: blocks human lactate dehydrogenase A | P00338 | purified LDHA, NADH/diaphorase-resazurin fluorescence; hits give low values | activity change, % (values are at about 110 or 230 µM) | hit rate 0.15% among 480,000; in the data active means activity change below about -30%; inconclusive means mostly about -25% to -30%;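 further: plate controls were DMSO wells for no effect and wells without enzyme for full effect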
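Enzyme activity of human lactate dehydrogenase 5 (2 nM; 0.06 mM NADH, 0.2 mM pyruvate, 5 min, RT) is measured via a resazurin/diaphorase fluorescence readout of residual NADH.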
Vif-APOBEC3G blk: blocks the Vif interaction with human APOBEC3G; hit rate 0.076% among 410,000; HeLa A3G-eYFP + Vif (tagged APOBEC3G with the HIV-1 protein that degrades it), YFP fluorescence, overnight; Potency, µM (series often up to 46.1 µM), for inactives: at the top dose activity, negative = active, usual class: inhibitors; AID 602310; Q9HC16;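 further: potency means the concentration at half of the fitted maximal effect; on the % scale 0 is the no-effect control and ±100 the full control effect; nearly all actives have a fitted effect of over 60% in size; hits raise eYFP signal because A3G escapes Vif-driven loss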
Target sequence (Q9HC16 whole entry, looked up): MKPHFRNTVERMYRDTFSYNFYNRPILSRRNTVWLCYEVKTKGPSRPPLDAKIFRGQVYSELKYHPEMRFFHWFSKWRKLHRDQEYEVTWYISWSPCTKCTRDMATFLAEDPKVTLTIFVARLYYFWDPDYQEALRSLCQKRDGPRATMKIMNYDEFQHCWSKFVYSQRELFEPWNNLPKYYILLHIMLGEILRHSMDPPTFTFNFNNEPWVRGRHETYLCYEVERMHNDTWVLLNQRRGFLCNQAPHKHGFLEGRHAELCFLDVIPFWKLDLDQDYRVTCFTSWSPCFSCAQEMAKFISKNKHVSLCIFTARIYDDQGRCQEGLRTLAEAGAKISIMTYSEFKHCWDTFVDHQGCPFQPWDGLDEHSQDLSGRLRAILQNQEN
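Read-out is eYFP fluorescence (Ex 488/Em 500-530) from Vif-expressing HeLa A3G-eYFP cells; more signal means A3G escaped Vif-mediated degradation. Cells plated overnight, compound pinned in, incubated overnight at 37 deg C.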
D2 PAM: positive allosteric modulators of human D2 dopamine receptor | potentiation, % at 10 µM | P14416 | hit rate 0.34% among 340,000 | HEK293 T-REx D2, calcium flux, EC20 dopamine potentiation;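 active means potentiation over 3 SD above the plate norm, cut at about 30% in these data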; further: 0% is about no effect
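Cells plated with tetracycline inducer and held overnight at 30 C; calcium dye loaded 30–90 min at room temperature; baseline taken, compound added and read 180 s; EC20 dopamine then added and read 180 s.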
Active calls of the source: *; ? = inconclusive; nt = not tested or not shown; & = joins results of further samples. Unless noted, the call rests on the fitted dose curve; in most records, active means well fitted curve in the direction sought with a large enough effect; inconclusive means small, poorly fitted or top-dose-only effect, or another doubt; inactive means no such curve, though single readings can be large; an effect the other way counts as inactive or inconclusive. This is a subset. The share of hits here may be higher or lower than overall.

Structure,RXFP1 ag,D2 PAM,D1 antag,D1 agonist,Glioma ERSR ind,Vif-APOBEC3G blk,D1 potentiator,LDHA block,Vif-A3F inh
COc1ccc(CCNC(=O)c2c(C)noc2C)cc1,-0.9%,7,-43*,3,-1%,-3%,-3,-3&-9,0%
Cc1ccc(C)c(N2N=C(C(=O)Nc3ccccc3N3CCCC3)CCC2=O)c1,-0.1%,-6,15,5,-5%,-3%,7,7,-17%
Clc1ccc(/C=C/c2nc3ccccc3[nH]2)cc1,10%,-27,-19,2,-10%,-14%,-4,-5,-8%
COc1ccc(CSc2nc3nc(C)cc(C)n3n2)cc1F,0.0%,15,-6,4,-1%,0%,2,-5,-5%
CSC(=S)N/N=C/c1ccc(Br)cc1,2.1%,0,-3,2,1%,0%,6,0,?
Cc1ccc(NCc2nnc(SCC(=O)NCCc3ccccc3)n2C)cc1,-0.8%,-4,9,2,-4%,-5%,-4,3,4%
CCNc1nc(NCC)n2c(SCC(=O)c3ccccc3Cl)nnc2n1,1.9%,nt,-17,1,-1%,-21%,-2,0,4%
CC(C)N(C(=O)Cn1cc(S(=O)(=O)CC(=O)NCc2ccccc2)c2ccccc21)C(C)C,4.3%,-6,1,3,-5%,1%,-4,-5,5%
Cc1c(C(=O)N2CCc3ccccc32)cnn1C,3.2%,1,24,1,0%,-3%,-3,-1,-12%
COC(=O)c1ccc(NC(=O)CN(C)Cc2cccc(F)c2)cc1,0.3%,-15,-22,6,0%,-6%,-7,-3,-2%
CC(C)(C)c1ccc(OCC(=O)NN2Cc3ccccc3C2=N)cc1,4.2%,1,2,8,-1%,-1%,-4,0,13%
Cc1cc(F)ccc1S(=O)(=O)N1CCCOC1CNC(=O)C(=O)NC1CCCCC1 (configuration not stated),-0.5%,-6,-3,2,-2%,0%,0,-6,-5%
COc1ccc(C(C)(C)C)cc1NC(=O)COC(=O)C1=NNC(=O)CC1,-2.3%,-13,10,1,-2%,1%,12,-8,0%
Cn1nccc1C(=O)NC(=S)Nc1cc(Cl)cc(Cl)c1,1.5%,2,8,1,0%,1%,4,-15,10%
N/C(=N\OC(=O)CC1CCCCC1)c1ccccc1,3.9%,0,7,1,4%,-5%,-1,-6,-9%
CSc1cccc(NS(=O)(=O)c2ccc3c(c2)CCN3C(C)=O)c1,3.2%,2,-12,12,-5%,-20%,-8,-1,4%
Cc1ccc(C)c(N(C(=O)c2csnn2)C(C(=O)NC2CCCCC2)c2ccccn2)c1 (configuration not stated),-0.3%,9,3,5,-4%,-1%,6,0,-1%
COc1cccc(C(=O)Nc2cccc(OCc3cc(=O)n4cc(C)ccc4n3)c2)c1,-1.1%,10,-27,-1,0%,3%,1,-7,-5%
CN(CCc1ccccc1)C(=O)c1ccc(NC(=O)Cc2ccc(NC(=O)C3CCN(C(=O)c4ccccc4)CC3)cc2)cc1,nt,nt,nt,nt,-2%,-3%,nt,1,-1%
CS(=O)(=O)c1ccc(CNC(=O)C2(C(F)(F)F)C/C(=C\Cc3ccccc3)CCCO2)cc1 (configuration not stated),nt,nt,nt,nt,-4%&0%,-1%&-2%,nt,1,-1%
COCCCNC(=O)c1cnc2c(-c3ccc(F)cc3)c(C)nn2c1C,0.6%,-23,7,0,0%,-1%,-2,-2,-11%
COc1ccccc1C(=O)COC(=O)c1cc(S(=O)(=O)N2CCCCC2)ccc1N1CCOCC1,-0.4%,7,-3,1,-1%,3%,-2,-2,?
O=C(NCc1ccc(F)cc1)c1cc2c(s1)-c1ccccc1SC2,0.5%,-21,-20,2,-3%,9%,-4,-3,0%
CCn1c2ccc(F)cc2c2nnc(SCCN3CCOCC3)nc21,13%,17,5,1,-5%,-3%,-2,-5,-12%
CC(C)(C)N1C(=O)[C@H]2[C@@H](c3ccc(Br)cc3)N3C(=O)N(c4ccccc4)C(=O)[C@@]3(C)[C@H]2C1=O,0.1%,-10,4,0,-4%,-2%,-8,-3,5%
O=C(CN1C(=O)NC(Cc2ccccc2)C1=O)Nc1ccccc1F (configuration not stated),-0.4%,15,17,2,-8%,1%,8,1,1%
CCOC(=O)c1c(NC(=O)c2cc(-c3cccc(Cl)c3)on2)sc(C)c1C,-3.6%,8,22,0,-2%,3%,-2,-10,-3%
O=C(/C=C/c1ccccc1Cl)NC(=S)Nc1ccccc1C(=O)NC1CCCCC1,0.5%,7,8,3,3%,-2%,-9,-1,-4%
COc1ccc(CCNS(=O)(=O)c2ccc3oc(C(=O)O)c(C)c3c2)cc1OC,2.7%,4,-3,-2,-2%,-1%,-4,-3,-1%
O=C(NCCOc1ccccc1F)c1ccc2c(=O)n3c(nc2c1)CCC3,0.1%,-12,4,0,-6%,-12%,-3,0,0%
CC(=NCCc1ccccc1)C1=C(O)COC1=O,1.4%,17,-6,1,-3%,0%,0,-3,4%
CCOc1ccc(/C=N/OCC(=O)NCc2ccco2)cc1,-1.5%,1,-1,3,-3%,-4%,-4,-5,-14%
O=C(NCCCn1ccnc1)Nc1ccc(Cl)cc1,0.0%,23,-24,8,0%,1%,-4,-2,-7%
O=C(CSc1nc(=O)n(CCN2CCOCC2)c2c1CCC2)Nc1ccccc1,9.9%,-1,nt,0,-3%,6%,0,-3,-13%
O=C(N/N=C/c1cn(-c2ccccc2)nc1-c1cccs1)c1ccc(Cl)cc1,5.5%,1,-4,5,6%,4%,-3,-5,3%
CC(C)(C)S(=O)(=O)c1nc2ccccc2s1,-0.8%,-2,-13,3,-6%,-9%,-3,2,-4%
CCS(=O)(=O)c1ccc(O)c(NC(=O)Nc2cccc3ccccc23)c1,0.2%,-9,-9,2,-2%,-5%,3,5,-6%
CC1CCC2(CC1)NC(=O)N(NC(=O)c1cccc(N(C)C)c1)C2=O (configuration not stated),-0.2%,-9,-2,-1,3%,0%,-4,1,8%
CCc1noc(C)c1C(=O)Oc1ccc(N(C)S(=O)(=O)c2ccc(C)cc2)cc1,3.2%,-13,-7,18,0%,1%,0,-2,5%
CC(Sc1nnnn1C)C(=O)Nc1ncc(Cl)cc1Cl (configuration not stated),2.9%,10,5,1,1%,-1%,-4,-2,6%
CCN(C(=O)COC(=O)c1c(C)nn(-c2ccccc2)c1C)C1CCS(=O)(=O)C1 (configuration not stated),-0.1%,nt,-7,-1,1%,12%,-2,-6,-44%
Cc1oc2c(c1C(=O)Nc1ccc(Cl)cc1F)C1=NCCN1C=N2,-1.3%,0,-7,1,-2%,1%,3,-2,8%
COc1ccccc1CCNC(=O)Cc1c(C)c2cc3c(C)coc3cc2oc1=O,12%,0,8,3,-1%,-3%,-1,0,5%
Cc1cc(O)c(C(=O)/C=C/c2cccc([N+](=O)[O-])c2)c(=O)o1,-0.3%,0,-2,2,-3%,0%,0,0,0%
CCOc1ncccc1C(=O)OCC(=O)c1cc(C)n(Cc2ccco2)c1C,1.2%,1,-16,16,11%,4%,-5,0,5%
Cc1noc(C)c1CCC(=O)NC1CCCN(Cc2ccc(CC(C)C)cc2)C1 (configuration not stated),0.1%,-7,-5,9,-3%,0%,-12,0,0%
COc1ccc(N2CCN(C(=O)c3ccc(NS(=O)(=O)c4cccs4)cc3)CC2)cc1,0.1%,14,0,10,-1%,3%,-2,-1,7%
Cc1cc(=O)n(CC(=O)Nc2cccc([N+](=O)[O-])c2)c(-n2nc(C)cc2C)n1,2.4%,nt,nt,0,-1%,-1%,0,-3,3%
CN(Cc1ccccc1)C(=O)C1CCCN1S(=O)(=O)c1ccc2c(c1)n(C)c(=O)c(=O)n2C (configuration not stated),7.2%,-6,2,0,1%,2%,-1,-6,-2%
CC(=NNc1ccc2ccccc2n1)c1ccccc1O,nt,nt,nt,nt,-12%,-4%,nt,-1,1%
Cc1cccc2c1N(Cc1ccccc1OCCC(C)C)C(=O)C2=O,-1.1%,0,0,5,nt,nt,-2,-1,nt
O=C(CCCC(=O)N(CC(=O)NC1CCCCC1)c1ccc(F)cc1)Nc1ccccn1,0.6%,-2,4,0,-2%,-2%,-1,-4,-6%
COCCn1c(=S)[nH]c2cc(C(=O)N3CCc4ccccc4C3)ccc2c1=O,0.9%,nt,-6,0,-4%,1%,-3,-2,-3%
O=C(NCc1ccc2c(c1)OCO2)C(C(=O)c1ccccc1)n1cc(Cl)ccc1=O (configuration not stated),0.9%,-1,-1,2,-2%,1%,0,-8,16%
Cc1ccc(Cn2ncc3c4sc(C)cc4n(C)c3c2=O)c(C)c1,nt,nt,7,3,nt,nt,1,-10,nt
O=C(O)c1cccnc1SC1CC(=O)N(c2cccc(C(F)(F)F)c2)C1=O (configuration not stated),0.4%,-3,4,1,5%,-3%,2,-9,4%
O=C(c1ccc([N+](=O)[O-])cc1)N(C1=NCCCCS1)c1ccccc1,-0.5%,1,3,0,-7%,1%,-4,0,-3%
COc1ccccc1-c1nc(C(N)=O)c2[nH]c(=O)n(-c3cccc(C)c3)c2n1,1.2%,9,5,3,0%,-10%,6,-7,2%
O=C(COc1cccc(F)c1)N[C@@H](Cc1ccccc1)c1nc2ccccc2[nH]1,0.7%,-8,-4,0,-3%,-2%,-6,6,-9%
CC1Cc2ccccc2N1C(=O)CSc1nnc2c(n1)[nH]c1ccccc12 (configuration not stated),1.5%,nt,-13,0,-2%,-6%,-8,4,1%
COc1ccc2oc(=O)c(/C(C)=N/Nc3nc(-c4cc(C)ccc4C)cs3)cc2c1,1.2%,-1,10,0,-5%,-5%,0,-2,9%

Screening results from PubChem BioAssay.
